HTRA1 inhibitor = blocks human HTRA1 serine peptidase | Q92743 | recombinant HTRA1, FP-rhodamine activity-based probe, fluorescence polarization | inhibition, % at 5.96 µM | 340,000 compounds, 0.5% hits; in the data active means inhibition above about 36%;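 further: 0% = enzyme with DMSO and 100% = wells lacking enzyme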
Target sequence (Q92743 whole entry, looked up): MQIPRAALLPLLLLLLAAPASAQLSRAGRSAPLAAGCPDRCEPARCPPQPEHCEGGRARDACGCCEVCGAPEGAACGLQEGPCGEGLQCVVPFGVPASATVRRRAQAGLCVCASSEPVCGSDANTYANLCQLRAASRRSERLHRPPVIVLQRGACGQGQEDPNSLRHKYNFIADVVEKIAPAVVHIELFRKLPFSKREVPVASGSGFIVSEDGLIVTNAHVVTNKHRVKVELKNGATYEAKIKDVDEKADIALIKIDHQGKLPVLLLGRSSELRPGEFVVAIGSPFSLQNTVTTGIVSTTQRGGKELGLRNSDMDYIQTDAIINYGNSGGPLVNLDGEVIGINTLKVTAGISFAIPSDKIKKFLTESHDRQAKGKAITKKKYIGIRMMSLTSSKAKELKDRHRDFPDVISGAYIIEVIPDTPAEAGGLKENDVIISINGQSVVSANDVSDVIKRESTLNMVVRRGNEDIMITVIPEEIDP
PG9 Ab binder = PG9 antibody binding by small molecule. inhibition, % at 6.7 µM. 360,000 compounds, 0.43% hits. TR-FRET gp120-PG9 antibody binding. AID 624416; in the data active means inhibition above about 8.5%
rCAG binder = binds r(CAG) RNA repeats; r(CAG) RNA repeat, TO-PRO-1 dye displacement fluorescence; inhibition, % at 3 µM; 370,000 compounds, 1.3% hits; AID 651821;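 active means inhibition above the plate cutoff, the mean of all test compounds on that plate plus 3 SD, cut at about 35% in these data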;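 further: 0% = DMSO alone and 100% = 100 µM mitoxantrone as full dye displacement; higher means more dye released from RNA so lower well fluorescence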
ARFGAP1 inhibitor = inhibitors of rat ARFGAP1; inhibition, % at 16.5 µM; 360,000 compounds, 0.26% hits; Q62848; Arfgap1-stimulated ARF1 GTP hydrolysis, GDP FP detection;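 active means inhibition above a per-plate limit, mean inhibition of low control wells plus 3 SD, cut at about 25% in these data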;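 further: 0% = DMSO wells with enzyme and 100% = wells lacking Arfgap1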
Target sequence (Q62848 1-136 limits assumed): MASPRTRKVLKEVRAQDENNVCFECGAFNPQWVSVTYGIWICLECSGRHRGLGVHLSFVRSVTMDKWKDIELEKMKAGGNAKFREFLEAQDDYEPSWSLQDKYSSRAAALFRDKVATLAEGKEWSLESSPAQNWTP
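System: truncated rat Arfgap1 GAP domain / Medium: HEPES-based buffer, pH 7.5 / Also added: N-terminally truncated human ARF1-GTP substrate / Incubation: enzyme reaction 120 min at 25 °C after 20 min preincubation / Measured by: FP of antibody-bound GDP Alexa 633 tracer, ex 620/em 688 nm / Replicates: singlicate, each compound tested once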
mABHD4 FP = ABHD4 (mouse) inhibition, primary FP screen; Q8VD66; purified mABHD4, FP-Rh probe fluorescence polarization; inhibition, % at 8.92 µM; 370,000 compounds, 0.54% hits; AID 720543;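 active means inhibition exceeding the mean over every tested compound plus 3 SD, cut at about 30% in these data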;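 further: 0% = plate median of compound wells and 100% = S159A mutant with DMSO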
Target sequence (Q8VD66 whole entry, looked up): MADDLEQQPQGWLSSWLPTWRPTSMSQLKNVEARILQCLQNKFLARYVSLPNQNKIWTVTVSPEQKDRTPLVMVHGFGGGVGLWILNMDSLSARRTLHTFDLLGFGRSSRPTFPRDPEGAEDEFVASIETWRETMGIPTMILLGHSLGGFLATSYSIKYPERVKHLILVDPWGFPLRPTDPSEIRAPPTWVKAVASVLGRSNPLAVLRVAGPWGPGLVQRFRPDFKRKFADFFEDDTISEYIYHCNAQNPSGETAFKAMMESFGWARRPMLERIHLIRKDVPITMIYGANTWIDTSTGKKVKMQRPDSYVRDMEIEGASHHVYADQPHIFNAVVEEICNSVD
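Assay system: mouse ABHD4 enzyme, wild type / Also added: fluorescent activity-based probe FP-Rh / Doses: single nominal dose of 8.92 µM, 0.89% DMSO final / Timing: 45 min compound pre-incubation plus 60 min probe step, 25 °C / Signal: FP readout, ex 525 nm / em 598 nm / Control set: S159A mutant/DMSO as 100%, compound-well median as 0%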
Rev-erbA mod = Rev-erb alpha (human) modulation. AID 1259318. Rev-erbα–FITC-DNA binding, fluorescence polarization, 90 min. 370,000 compounds, 0.79% hits. activity, % at 10 µM. P20393;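 active means activity above about 14%, limit read from the data; passing the limit was not always enough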;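 further: 0% = DMSO wells with 35 nM protein and 100% = DMSO wells with 750 nM protein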
SMARCA2 activ = increases SMARCA2 function in MMTV reporter cells. MG213 cells, MMTV-luciferase reporter, dexamethasone, overnight. activation, % at 9.1 µM. 370,000 compounds, 1% hits. AID 652017; in the data active means activation above about 7.8%;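 further: 0% = vehicle wells and 100% = reference activator wells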
GC-B act = GC-B (human) receptor activation. HEK293-GC-B cells, CNP EC30, cGMP TR-FRET; 0% at EC30 CNP, 100% saturating CNP. activation, % at 10 µM. 370,000 compounds, 0.11% hits. P20594;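 active means activation at 10 µM reaching about 35% in either raw or pattern-adjusted values, limit read from the data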
GC-A act = GC-A (human) enzyme activation; HEK293 GC-A cells, cGMP TR-FRET, EC30 ANP; 0% at EC30 ANP, 100% saturating ANP; activation, % at 10 µM; 370,000 compounds, 0.14% hits; AID 1671463; in the data active means activation above about 40%
ASAP1 inh = blocks human ASAP1-stimulated Arf1 GTP hydrolysis; 360,000 compounds, 0.19% hits; inhibition, % at 16.5 µM; AID 624377; GDP FP detection; in the data active means inhibition above about 25%;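 further: 0% = vehicle with enzyme and substrate and 100% = no enzyme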
* marks the source's active call; other numbers are inactive results; · = not tested or not shown.

SMILES	SMARCA2 activ	GC-A act	rCAG binder	Rev-erbA mod	ARFGAP1 inhibitor	ASAP1 inh	HTRA1 inhibitor	PG9 Ab binder	GC-B act	mABHD4 FP
Cc1nn(CC(=O)NCc2cccc3ccccc23)c(=O)c2ccccc12	-2	-1	-3	4	-7	-2	0	4.1	1	-6
CC(=O)c1cc(-c2ccccc2)n(CC(=O)NC2CCCCC2)c1C	-2	0	-2	2	-9	3	-5	-0.9	2	-3
COc1ccc(-c2[nH]ncc2CN2CCN(C(=O)c3ccco3)CC2)cc1F	-3	-2	0	5	-7	-12	-1	-0.4	-2	-3
CCOC(=O)c1sc(NC(=O)CSc2n[nH]c(CC)n2)nc1C	-2	-1	-1	2	6	12	-5	1.7	0	7
C=CCn1c(SCc2nc3cc(C(=O)OC)ccc3c(=O)[nH]2)nc2sc(CC)cc2c1=O	0	-3	4	9	5	-6	-8	1.2	-4	-4
Nc1nonc1OCCc1ccccc1	-1	-8	2	8	2	0	5	1.4	-2	3
c1cc(-c2cc3nc(NC4CCCCC4)ccn3n2)ccc1OCCN1CCOCC1	-2	-1	2	0	7	1	·	-0.9	7	-1
C/C(=N\NC(=O)c1ccccc1)c1ccccc1Br	7	0	0	8	6	3	10	-2.5	8	9
Cc1ccc2cccc(NC3OC(=O)c4ccccc43)c2n1 (configuration not stated)	0	2	1	-4	10	1	14	-1.7	1	7
CC(=O)c1ccc(N2CCN(CC(O)COC(c3ccccc3)c3ccccc3C)CC2)cc1 (configuration not stated)	0	-2	-2	-2	7	8	-13	-1.6	-5	17

SMILES	SMARCA2 activ	GC-A act	rCAG binder	Rev-erbA mod	ARFGAP1 inhibitor	ASAP1 inh	HTRA1 inhibitor	PG9 Ab binder	GC-B act	mABHD4 FP
Cc1cccc(NC(=O)c2ccc(CN3CCN(Cc4ccccc4)CC3)cc2)c1	-3	3	-1	-1	5	22	-6	-0.8	2	4
COc1cccc(C(=O)NCCNC(=O)c2ccccn2)c1	1	2	1	5	5	-11	1	-1.2	-2	0
CN(CCOC(=O)CSc1ccccc1)C1CN(Cc2cn(Cc3ccccc3F)nn2)S(=O)(=O)C1 (configuration not stated)	0	2	-2	2	·	·	·	·	1	1
COC(=O)CCCC1=CC2=C(c3ccccc3)C(=O)C(C)(OC(=O)C3CCCC3)C(=O)C2=CN1C1CCCC1 (configuration not stated)	-1	-3	6	3	-8	-2	5	0.2	1	0
Cc1ccc(CNC(=O)c2ccc(N3CCC4(CC3)CC(c3ccccc3)=NO4)c(N)c2)cc1	1	3	2	0	6	-4	1	-1.8	9	6
COc1cccc(C(=O)Nc2c(C)n[nH]c2C)c1	-1	3	1	3	7	0	0	-0.6	-1	4
COC(=O)C1=C(C(=O)OC)[C@@H]2Nc3ccccc3[C@@]23C[C@@H](C(=O)OC)N=C3N1	0	-2	0	-8	2	18	-2	-1.2	-1	7
COc1ccccc1C(=O)NCC(=O)NC(C)CCc1ccccc1 (configuration not stated)	-2	-1	-7	5	5	-5	1	2.0	-6	3
Cn1c(=O)c2c(nc3n2CC(O)CN3c2ccc(O)cc2)n(C)c1=O (configuration not stated)	-2	1	2	7	7	3	3	-2.6	5	4
Cc1ccc(C23CC4CC(CC(C(=O)NC(C)C(N)=O)(C4)C2)C3)cc1 (configuration not stated)	-1	-1	-4	5	11	3	0	0.6	9	-2

SMILES	SMARCA2 activ	GC-A act	rCAG binder	Rev-erbA mod	ARFGAP1 inhibitor	ASAP1 inh	HTRA1 inhibitor	PG9 Ab binder	GC-B act	mABHD4 FP
CCOc1cc(N2CCOCC2)c(OCC)cc1NC(=O)c1ccccc1	1	-1	-3	0	6	-4	9	-1.6	0	2
Cc1ccc(-c2noc(CC(c3ccccc3)c3ccccc3)n2)cc1	-2	-3	-3	0	3	-1	-4	-1.3	4	-3
CCCc1cc(C(=O)N2CCCC(CO)(CCCc3ccccc3)C2)n(C)n1 (configuration not stated)	-2	1	-13	6	1	0	-11	-0.6	4	4
NC(=O)C1CCN(C(=O)CN(C2CCCCC2)S(=O)(=O)c2ccc(F)cc2)CC1	2	3	-1	-2	-10	0	4	1.9	4	8
CCN(CC)S(=O)(=O)c1ccc(C)c(NC(=S)N2CCN(C/C=C/c3ccccc3)CC2)c1	-6	1	0	1	-2	1	-9	0.1	-9	0
CN(C)CC(C)(C)NS(=O)(=O)c1ccc(Cl)cc1	1	5	-1	0	20	2	1	-1.1	1	0
CC(C)N1CCc2c(sc(NC(=O)CCS(=O)(=O)c3ccccc3)c2C(N)=O)C1	2	2	-8	-2	-17	-12	3	-0.4	1	-2
Cc1ccsc1C(=O)NC(C)c1ccc2c(c1)OCO2 (configuration not stated)	-2	4	20	-3	1	-2	0	1.3	-1	1
COc1ccc(CN(C)CCCn2cnc3c(OCc4ccccc4)ncnc32)cc1OC	-1	0	-1	-3	-17	-9	0	0.8	3	4
CC(C)(C)c1ccc(C(=O)O/N=C(\N)Cc2cccs2)cc1	5	2	1	-2	-4	-8	-16	-1.0	6	-8

SMILES	SMARCA2 activ	GC-A act	rCAG binder	Rev-erbA mod	ARFGAP1 inhibitor	ASAP1 inh	HTRA1 inhibitor	PG9 Ab binder	GC-B act	mABHD4 FP
N/C(=N\OC(=O)Cc1cccs1)c1cccc([N+](=O)[O-])c1	-2	3	1	-1	11	17	-13	1.6	-5	4
COc1cccc(Nc2ncnc3onc(-c4ccccc4OC)c23)c1	-1	-6	-2	-1	-7	0	-15	-0.3	-5	5
COc1ccc(OC)c(-n2c(-c3cc(-c4ccco4)[nH]n3)n[nH]c2=S)c1	-1	-5	12	2	-18	-4	6	1.1	6	11
CCC(=O)Nc1cccc(SC)c1	3	0	-1	-4	-6	1	4	1.2	-1	-5
CN(C)CCNC(=O)CCCNC(=O)Cn1cnc2sc3c(c2c1=O)CCCC3	7	-3	-3	5	-1	3	-3	0.3	0	-1
Cn1c(Cc2cccs2)nnc1SCC(=O)Nc1ccc2cn[nH]c2c1	-6	-4	6	3	·	·	·	·	0	-4
N#CCOC(=O)/C=C/c1ccc2c(c1)OCO2	-3	3	-1	-5	1	-4	4	1.4	2	6
COc1ccccc1C1(CCN=Cc2ccc(N(C)C)cc2)CCOC(C)(C)C1 (configuration not stated)	-1	4	-1	-5	13	7	-6	0.8	-6	0
CC(Sc1nnc(COc2ccccc2)n1Cc1ccccc1)C(=O)O (configuration not stated)	-2	5	5	0	8	6	6	0.7	1	3
COC(=O)CN1C(=O)C(O)=C(C(C)=O)C1c1ccc([N+](=O)[O-])cc1 (configuration not stated)	-4	2	1	-2	12	-9	1	-0.2	4	0

SMILES	SMARCA2 activ	GC-A act	rCAG binder	Rev-erbA mod	ARFGAP1 inhibitor	ASAP1 inh	HTRA1 inhibitor	PG9 Ab binder	GC-B act	mABHD4 FP
COc1ccc(CCNC(=O)N2CCOCC2)cc1	0	2	-1	3	-1	-3	6	-0.5	5	3
COC(=O)CN1C(=O)[C@H]2[C@@H](C3CC3)N3C(=O)CN(CCO)C(=O)[C@@]3(Cc3ccccc3)[C@H]2C1=O	0	4	4	-3	2	-3	1	-0.1	3	4
COc1ccc2oc(C(=O)OCC(=O)N(CC(C)C)c3c(N)n(Cc4ccccc4)c(=O)[nH]c3=O)c(C)c2c1	-3	-7	9	-4	-5	-8	-1	0.2	-12	1
CCN1C[C@@H]2[C@@H]3C(=O)N(Cc4ccccc4)C(=O)[C@@H]3[C@](CC)(C1=O)N2C(=O)c1ccccc1	0	0	-4	-4	-7	2	-1	-0.3	5	1
Cc1ccc(C2=C(O)c3ccccc3C(=O)C2=O)cc1	-1	-5	-2	4	-2	-8	10	-9.8	0	7
COC(=O)C1(C(=O)OC)C[C@H](/C=C/c2ccccc2)N(Cc2ccccc2OC)[C@@H]1c1ccccc1	4	-3	7	-1	12	15	·	-0.2	0	-2
COCCn1c(=S)[nH]c2cc(C(=O)N3CCN(Cc4ccc5c(c4)OCO5)CC3)ccc2c1=O	-4	-2	6	-2	0	-5	-3	0.7	1	0
C#CCOCCOCCOCCNc1nc(N2CCN(C(=O)[C@H](CCCN=C(N)N)n3cc(C(N)[C@@H](C)CC)nn3)CC2)nc(N2CCN(C(=O)[C@H](CCC(=O)O)n3cc([C@@H](N)CC(N)=O)nn3)CC2)n1 (some centres not stated)	-1	3	3	-9	-8	6	-4	-0.4	4	5
Cc1ccc(NC(=O)N2CCN(S(=O)(=O)c3ccccc3)CC2)cc1	-1	-3	-5	2	-2	-18	-4	-0.9	0	-6
Cc1nn(C)c(NC(=O)c2ccccc2Cl)c1Br	-3	1	7	6	9	4	4	-1.9	4	-1

Complete entries from above. Order of values: SMARCA2 activ, GC-A act, rCAG binder, Rev-erbA mod, ARFGAP1 inhibitor, ASAP1 inh, HTRA1 inhibitor, PG9 Ab binder, GC-B act, mABHD4 FP
Cc1ccc(C2=C(O)c3ccccc3C(=O)C2=O)cc1 as listed: -1, -5, -2, 4, -2, -8, 10, -9.8, 0, 7
COC(=O)C1(C(=O)OC)C[C@H](/C=C/c2ccccc2)N(Cc2ccccc2OC)[C@@H]1c1ccccc1 as listed: 4, -3, 7, -1, 12, 15, ·, -0.2, 0, -2
Cc1nn(C)c(NC(=O)c2ccccc2Cl)c1Br as listed: -3, 1, 7, 6, 9, 4, 4, -1.9, 4, -1

(list continues)
SMILES	SMARCA2 activ	GC-A act	rCAG binder	Rev-erbA mod	ARFGAP1 inhibitor	ASAP1 inh	HTRA1 inhibitor	PG9 Ab binder	GC-B act	mABHD4 FP
C=CCn1c(=S)sc2c(=O)[nH]c(C)nc21	-1	-1	2	-7	2	1	·	-1.9	-1	7
Cc1ccc(C)c(N2CCN(CCCc3ccccc3)CC2)c1	-4	2	-6	-1	-4	12	-10	1.3	1	-2
CC1(C)C2CCC1(CS(=O)(=O)NCc1ccc(C(=O)O)cc1)C(=O)C2 (configuration not stated)	0	1	0	2	13	11	4	0.9	0	1
CCCCc1n[nH]c2c1C(=O)CC(C)(C)C2	0	-1	-3	-1	-5	0	9	-0.4	8	0
COc1ccc(CN2CCC(Oc3ccc(C(=O)N4CCCCC4)cc3)CC2)cc1C	0	0	-12	3	0	-3	6	0.4	-1	-2

Source: PubChem
